# Source: PubChem (National Center for Advancing Translational Sciences (NCATS))
# PTHR1 agonist – agonists of human PTHR1 parathyroid hormone receptor; HEK293 GP2 PTHR1 cells, GloSensor cAMP luminescence, 1 h; Potency, µM (series often up to 115 µM), for the others: at the top dose activation, hits mostly activators; actives 0.075% (n = 410,000); AID 743266; further: nearly all actives have a fitted effect of over 55% in size; some results filed as inactive show a strong effect at the top dose; inactives centre near -15; many of its hits are not listed in these tables
# Target sequence (Q03431 whole entry, looked up): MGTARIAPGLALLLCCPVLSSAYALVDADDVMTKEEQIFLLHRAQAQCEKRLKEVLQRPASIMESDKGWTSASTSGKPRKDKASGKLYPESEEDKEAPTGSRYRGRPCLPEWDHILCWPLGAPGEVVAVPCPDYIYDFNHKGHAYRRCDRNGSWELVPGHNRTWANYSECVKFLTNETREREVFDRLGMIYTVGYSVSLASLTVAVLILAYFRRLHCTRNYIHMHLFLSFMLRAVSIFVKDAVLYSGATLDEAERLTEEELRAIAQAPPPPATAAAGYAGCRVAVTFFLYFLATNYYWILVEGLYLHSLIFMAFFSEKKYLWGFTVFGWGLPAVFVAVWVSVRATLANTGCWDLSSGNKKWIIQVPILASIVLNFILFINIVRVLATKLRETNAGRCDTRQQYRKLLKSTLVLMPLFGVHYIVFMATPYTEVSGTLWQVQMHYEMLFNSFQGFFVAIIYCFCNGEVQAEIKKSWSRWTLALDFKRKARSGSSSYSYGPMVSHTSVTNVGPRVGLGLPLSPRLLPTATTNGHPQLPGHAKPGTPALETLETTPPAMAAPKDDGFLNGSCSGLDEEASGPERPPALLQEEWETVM
#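 HEK-293-derived GP2 cells expressing PTHR1 and a GloSensor cAMP reporter, 3,000/well, plated overnight, given luciferin plus IBMX (each 0.5 mM as added) for 1 h at 37 °C, then compound for 1 h at 37 °C. Luminescence was read after 15 min at room temperature.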
# GLP1R inv ag – inverse agonists of human GLP-1 receptor | P43220 | HEK293 GLP-1R CRE-luciferase, luminescence, 24 h; GLP-1R form is constitutively active | Potency, µM (series often up to 38.3 µM), without a hit: top-dose activity change, negative = inhibition, hits mostly inhibitors | actives 1.6% (n = 410,000) | AID 624417; further: on the % scale 0 is the no-effect control and ±100 the full control effect; nearly all actives have a fitted effect of over 55% in size
# Target sequence (P43220 whole entry, looked up): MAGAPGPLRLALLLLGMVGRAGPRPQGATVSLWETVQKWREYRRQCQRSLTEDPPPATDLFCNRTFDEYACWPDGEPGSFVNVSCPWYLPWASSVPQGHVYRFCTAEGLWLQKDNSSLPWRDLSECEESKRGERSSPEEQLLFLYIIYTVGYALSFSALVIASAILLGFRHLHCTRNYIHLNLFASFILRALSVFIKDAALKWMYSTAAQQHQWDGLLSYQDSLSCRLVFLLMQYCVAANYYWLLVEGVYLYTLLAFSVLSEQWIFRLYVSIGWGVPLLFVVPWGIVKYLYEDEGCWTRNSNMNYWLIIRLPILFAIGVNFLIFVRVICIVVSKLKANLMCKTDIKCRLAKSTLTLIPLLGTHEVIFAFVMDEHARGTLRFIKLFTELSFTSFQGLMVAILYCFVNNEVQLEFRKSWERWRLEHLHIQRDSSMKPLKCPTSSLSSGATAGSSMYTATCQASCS
#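 qHTS in 1536-well format: reporter HEK293 cells expressing constitutive GLP-1R activity in DMEM + 10% Nu serum, 24 hr with compounds at 37 deg C, luminescence read after 12 min with detection reagent.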
# HEK293 tox – cytotoxic in the GLP-1 receptor inverse agonist counter-screen | HEK293 cAMP-luciferase reporter cells, luminescence, 24 h | Potency, µM (doses to about 38.3 µM), for inactives: top-dose activity change, negative = inhibition, actives largely listed as inhibitors | actives 0.13% (n = 410,000) | AID 624418;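 further: loss of luciferase light is scored as toxicity; on the % scale 0 is the no-effect control and ±100 the full control effect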
#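 To flag toxic compounds, the library was rerun on cells for 24 hr at 37 deg C and 5% CO2. Viability-linked luminescence was captured 12 min after adding luciferase detection reagent.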
# Active calls of the source: *; i = inactive; ? = inconclusive; [ ] = another dose, or the depositor's remark. The call rests on the fitted dose curve; in most records, active means well fitted curve in the direction sought with a large enough effect; inconclusive means small, poorly fitted or top-dose-only effect, or another doubt; inactive means no such curve, though single readings can be large; an effect the other way counts as inactive or inconclusive. Potency means the concentration at half of the fitted maximal effect. An excerpt, so the mix of outcomes need not match the whole.
1) CCn1c(C)c(C)c2cc(C(=O)NCC(C)c3ccccc3)ccc21 (centres undefined)
2) Cc1cc(C)c(NC(=O)c2c(C)oc3c2C2=NCCN2C=N3)c(C)c1
3) COc1ccc(NC(=O)N2CCOc3ccc(Cl)cc32)cc1
4) CCCC(=O)Nc1cc(-c2nc3cccnc3s2)ccc1C
5) CCOc1ccccc1NC(=O)c1c(NCc2ccc(C)o2)sc2c1CCCCC2
6) CCOc1ccc(CC(=O)NCCS(=O)(=O)N2CCN(c3ccc(OC)cc3)CC2)cc1
7) Cc1nn(C(=O)c2ccc(Cl)cc2)c(C)c1Sc1ccc(Cl)cc1
8) COc1cc(OC)c(OC)cc1CN1CCc2nc(N3CCN(C)CC3)ncc2C1

Compound | 1 | 2 | 3 | 4 | 5 | 6 | 7 | 8
PTHR1 agonist | -20% | i | i | i | -15% | -1% | -16% | 9%
GLP1R inv ag | ? | 9% | -18% | 15% | -8% | -8% | -2% | -12%
HEK293 tox | -13% | 1% | 1% | -2% | -2% | 5% | 21% | -9%

# From compound 5 up to 8, copied from above:
5) CCOc1ccccc1NC(=O)c1c(NCc2ccc(C)o2)sc2c1CCCCC2
6) CCOc1ccc(CC(=O)NCCS(=O)(=O)N2CCN(c3ccc(OC)cc3)CC2)cc1
7) Cc1nn(C(=O)c2ccc(Cl)cc2)c(C)c1Sc1ccc(Cl)cc1
8) COc1cc(OC)c(OC)cc1CN1CCc2nc(N3CCN(C)CC3)ncc2C1

Compound | 5 | 6 | 7 | 8
PTHR1 agonist | -15% | -1% | -16% | 9%
GLP1R inv ag | -8% | -8% | -2% | -12%
HEK293 tox | -2% | 5% | 21% | -9%

# Next compounds.
9) COc1ccc(C(=O)c2oc3ccccc3c2NC(=O)COc2cccc(C)c2)cc1
10) CCOC(=O)c1[nH]c(C)c(CCC(=O)Nc2cccc(C(F)(F)F)c2)c1C
11) COc1ccc(-c2c(C)c3cc(OC(=O)N4CCOCC4)ccc3oc2=O)cc1
12) Cc1ccc(CNC(=O)c2ccc(Cn3c(SCc4ccc(F)cc4)nc4cccnc43)cc2)o1
13) Cc1ccc(-c2nc3ccccc3o2)cc1NC(=O)c1cccc2c(Cl)cccc12
14) Cc1cccc(CSc2nc(-c3cccc(C)c3)nc3c2Cc2c(CO)cnc(C)c2O3)c1
15) CCN(CC)c1nc2c(S(=O)(=O)c3ccccc3)nnn2c2ccc(Cl)cc12
16) O=S(=O)(c1cccc(Cl)c1)c1nnn2c1nc(NCc1ccc3c(c1)OCO3)c1sccc12

Compound | 9 | 10 | 11 | 12 | 13 | 14 | 15 | 16
PTHR1 agonist | -9% | -5% | -32%[inhibitor] | -22% | -18% | 17% | -31% | -66%[inhibitor]
GLP1R inv ag | 15% | ? | -3% | -9% | 3% | 6% | -22% | 3%
HEK293 tox | 11% | -13% | 1% | 1% | 0% | 3% | 0% | ?

17) FC(F)(F)c1cc(Nc2nc3ccccc3c3nncn23)ccc1Cl
18) Cc1cccc(N2CCN(c3ccc4cc(S(=O)(=O)N5CCC(C)CC5)ccc4n3)CC2)c1C
19) Cc1ccc(OCC(=O)OCc2cc(=O)n3nc(C4CC4)sc3n2)cc1C
20) CCOc1ccc(CNS(=O)(=O)c2ccc(-c3coc(C)n3)cc2)cc1
21) CCc1ccc(-n2nc(CO)c(C(=O)NCc3cccnc3)n2)cc1
22) Cc1c(Cl)cccc1-n1ncc(C(=O)NCCN2CCN(C)CC2)c1C1CCN(C(=O)OC(C)(C)C)CC1
23) Cc1ccc(-c2onc(C)c2C)cc1S(=O)(=O)N1CCc2ccccc21
24) CCC(C(=O)NCCc1ccccc1)n1nc(C)n2c(cc3sccc32)c1=O (centres undefined)

Compound | 17 | 18 | 19 | 20 | 21 | 22 | 23 | 24
PTHR1 agonist | 28% | i | -15% | -66%[inhibitor] | i | -4% | -4% | i
GLP1R inv ag | 9% | 5% | 13% | -4% | ? | 3% | ? | -10%
HEK293 tox | 6% | 2% | -2% | -2% | -4% | 7% | 9% | 5%

25) CCCCOC(=O)c1ccc(Nc2nc3ccc(C(=O)c4ccccc4)cc3n3cnnc23)cc1
26) Cc1ccc(C)c(NC(=O)c2nnn(CC(=O)Nc3cccc(C)c3C)c2N)c1
27) Cc1cc(C)c(NC(=O)CSc2ncc3c(n2)-c2cc(Cl)ccc2N(C)S3(=O)=O)c(C)c1
28) CCC1CN(C(=O)N2CCC(C(=O)NCCc3ccccc3C)CC2)c2ccccc2O1 (centres undefined)
29) COc1ccc(N2CCN(c3ncnc4onc(C)c34)CC2)cc1
30) COC(=O)C(CCSC)NC(=O)c1cc2c(n(-c3ccc(OC)cc3)c1=O)CC(C)(C)CC2=O (centres undefined)
31) CCOc1ccc(-c2nc(CNC(=O)Nc3ccccc3)c(C)o2)cc1
32) Cc1cccc(OCC(=O)NCC2(N3CCN(C)CC3)CCCCC2)c1

Compound | 25 | 26 | 27 | 28 | 29 | 30 | 31 | 32
PTHR1 agonist | i | i | -23% | -30%[inhibitor] | -32% | i | i | i
GLP1R inv ag | 9% | -2% | -29% | -11% | ? | -32% | 5% | -4%
HEK293 tox | 1% | 2% | -14% | -6% | -5% | -1% | 0% | 4%

33) CCc1ccc(C2CC(=O)c3c([nH]c(C(=O)OCc4ccc(C)cc4)c3C)C2)cc1 (centres undefined)
34) COC(=O)c1ccc(NC(=O)CC2C(=O)N(c3cccc(OC)c3)C(=O)N2Cc2ccco2)cc1 (centres undefined)
35) CC(Nc1oc(-c2ccc(COc3ccccc3)o2)nc1C#N)c1ccccc1 (centres undefined)
36) CCOc1ccc2oc(=O)cc(CN3CCN(c4cc(C)ccc4C)CC3)c2c1
37) CC(=O)c1cccc(NS(=O)(=O)c2c(C)nc3sc(C)cn3c2=O)c1
38) O=c1c2oc3ccccc3c2n(Cc2cccc(Cl)c2)c(=O)n1Cc1ccco1
39) Cc1ccccc1NC(=O)c1oc2c(c1C)-c1nn(Cc3cccc(Cl)c3)cc1CC2
40) CC(=O)N1CCc2cc(S(=O)(=O)NC(CC(C)C)C(=O)NCc3ccccc3Cl)ccc21 (centres undefined)

Compound | 33 | 34 | 35 | 36 | 37 | 38 | 39 | 40
PTHR1 agonist | i | -23% | i | -9% | -77%[inhibitor] | i | -22% | -22%
GLP1R inv ag | 13% | 11% | -31% | 3% | 2% | -2% | ? | 2%
HEK293 tox | 14% | 2% | -20% | 10% | -13% | 5% | -8% | -2%

41) CCOC(=O)c1cnn(-c2ccc(C(=O)Nc3cc(OC)c(OC)c(OC)c3)cc2)c1N
42) COc1ccc(-n2c(CC3C(=O)Nc4ccc(C)cc43)nc3ccccc3c2=O)cc1 (centres undefined)
43) CCOC(=O)c1ccc(NC(=O)C2CC(=O)N(c3ccc(C(C)C)cc3)C2)cc1 (centres undefined)
44) COc1ccc(N2CCN(CCCNC(=O)c3cc(Nc4ccc(OC)cc4OC)nc4ccccc34)CC2)cc1
45) Cc1ccc(C(=O)Nc2nnc(S(=O)(=O)N3c4ccccc4CC3C)s2)cc1 (centres undefined)
46) COc1ccc(CNC(=O)c2cnn(-c3ccc(C)cc3)c2C2CCN(C(=O)OC(C)(C)C)CC2)cc1
47) CC(C(=O)Nc1ccc(F)c(Cl)c1)N1Cc2ccccc2C1=O (centres undefined)
48) Cc1ccc(NC(=O)CSc2nc(-c3ccco3)nc3cc(=O)[nH]n23)cc1

Compound | 41 | 42 | 43 | 44 | 45 | 46 | 47 | 48
PTHR1 agonist | 1% | -3% | i | -29% | -17% | i | -24% | i
GLP1R inv ag | 17% | -7% | 2% | -13% | ? | ? | -20% | 2%
HEK293 tox | 1% | -1% | 3% | 1% | -16% | -6% | -3% | 10%

# Given bar-delimited: entries from further up.
entry | Compound | PTHR1 agonist | GLP1R inv ag | HEK293 tox
43 | CCOC(=O)c1ccc(NC(=O)C2CC(=O)N(c3ccc(C(C)C)cc3)C2)cc1 (centres undefined) | i | 2% | 3%
44 | COc1ccc(N2CCN(CCCNC(=O)c3cc(Nc4ccc(OC)cc4OC)nc4ccccc34)CC2)cc1 | -29% | -13% | 1%

# New compounds follow.
49) O=C(CSc1nnc(NC(=O)NC2CCCCC2)s1)Nc1ccccc1F
50) Cc1ccc(C2N3CC4(C)CN2CC(c2ccccc2)(C3)C4=O)cc1 (centres undefined)
51) Cc1ccc2oc(C(=O)Nc3sc4c(c3C(=O)NCc3cccnc3)CCCC4)cc(=O)c2c1
52) COc1ccc(N(Cc2ccccc2)C(=O)c2nc(SC)ncc2Cl)cc1
53) O=C(CSc1nccn1Cc1ccccc1)Nc1ccc2c(c1)OCO2
54) Cc1ccc(Cn2c(SCc3ccc(C(=O)NC4CCCCC4)cc3)nc3ccncc32)cc1
55) CCOc1ccc(N(C)S(=O)(=O)c2c(C(=O)N3CCC(C)CC3)c(C)n(C)c2C)cc1
56) COc1ccc(CCNC(=O)c2ccc3c(c2)sc2nc(-c4ccccc4)cn23)cc1OC

Compound | 49 | 50 | 51 | 52 | 53 | 54 | 55 | 56
PTHR1 agonist | -23% | i | -15% | -7% | -10% | -37%[inhibitor] | -4% | -12%
GLP1R inv ag | 9% | -12% | -6% | 11µM* | 4% | ? | 3% | 3%
HEK293 tox | 0% | -4% | 0% | 4% | 1% | -9% | -6% | 1%

57) CCC(=O)N1CCc2cc(CNC(=O)C(CC)c3ccccc3)ccc21 (centres undefined)
58) Cc1nnc(NC(=O)CSCc2cc(=O)c3ccc(C)c(C)c3[nH]2)s1
59) Cc1cccc(C(=O)N2CCc3cc(CNC(=O)c4ccnn4C)ccc32)c1
60) Cc1ccc(NC(=O)N2CC3CCCN3c3ccccc32)cc1C (centres undefined)
61) COc1cccc(N2CCN(C3=NS(=O)(=O)C(c4ccc(C)cc4)=C3C)CC2)c1
62) CCOc1cc(C(=O)Nc2ccc3oc(-c4ccc(CC)cc4)nc3c2)cc(OCC)c1OCC
63) Cc1ccc(Cl)cc1NC(=O)c1sc(-n2nc(C)c(Cc3ccc4c(c3)OCO4)c2C)nc1C
64) CCS(=O)(=O)N1CC(=O)N(c2ccc(C)c(C)c2)C(C)(C(=O)NC2CCCCCC2)C1 (centres undefined)

Compound | 57 | 58 | 59 | 60 | 61 | 62 | 63 | 64
PTHR1 agonist | i | -62%[inhibitor] | 25% | i | i | i | -20% | i
GLP1R inv ag | 8% | 5% | -1% | ? | 11% | ? | 5% | -1%
HEK293 tox | -3% | -16% | -1% | 2% | -1% | -2% | 7% | -7%

# Among those listed so far, these contain a thiophene ring, fused or not:
5) CCOc1ccccc1NC(=O)c1c(NCc2ccc(C)o2)sc2c1CCCCC2
16) O=S(=O)(c1cccc(Cl)c1)c1nnn2c1nc(NCc1ccc3c(c1)OCO3)c1sccc12
24) CCC(C(=O)NCCc1ccccc1)n1nc(C)n2c(cc3sccc32)c1=O (centres undefined)
51) Cc1ccc2oc(C(=O)Nc3sc4c(c3C(=O)NCc3cccnc3)CCCC4)cc(=O)c2c1

Compound | 5 | 16 | 24 | 51
PTHR1 agonist | -15% | -66%[inhibitor] | i | -15%
GLP1R inv ag | -8% | 3% | -10% | -6%
HEK293 tox | -2% | ? | 5% | 0%

# Remaining list, next part.
65) CCOC(=O)C1CCN(c2c(C(=O)c3ccc(C)cc3)cnc3ccc(F)cc23)CC1
66) Cc1nn(-c2ccccc2)c(OC(=O)C(C)C)c1Sc1ccc(Cl)cc1
67) Cc1cccc(C)c1NC(=O)c1cc(S(=O)(=O)N2CCc3ccccc3C2)ccc1F
68) CSc1nc(NCCOC(C)=O)c(C#N)c(-c2ccc(C(C)(C)C)cc2)n1
69) COc1ccc(-n2ncc(C(=O)N3CCOCC3)c2C2CCN(C(=O)OC(C)(C)C)CC2)cc1
70) O=C(Nc1ccc(F)c(Cl)c1)N1CCN(C(=O)c2nsc3ccccc23)CC1
71) CCOc1ccc(NC(=O)CSc2ccc(-c3sc(-c4ccccc4)nc3C)nn2)cc1

Compound | 65 | 66 | 67 | 68 | 69 | 70 | 71
PTHR1 agonist | -3% | -26% | -22% | i | i | -35%[inhibitor] | -19%
GLP1R inv ag | -21% | ? | -25% | 9% | 14% | -22% | 25%
HEK293 tox | -6% | -4% | 23% | 0% | -1% | -6% | -1%
